BoNT-F LC inh: BoNT/F light chain protease inhibitors, primary screen, biochemical, flow cytometry, MLPCN library. Botulinum neurotoxin type F light chain protease (Clostridium botulinum). Multiplex microsphere protease cleavage assay. inhibition, % at 10 µM. actives 0.22% (n = 360,000); in the data active = inhibition above about 35%, passing the limit was not always enough; inconclusive = no clear call, values can overlap the other calls; also: plate controls were buffer without enzyme for full effect and enzyme alone for no effect
BioA inh: M. tuberculosis BioA enzyme inhibitors, primary screen, biochemical, plate reader, single point, HTS; actives 0.096% (n = 360,000); 7,8-diaminopelargonic acid synthase BioA (Mycobacterium tuberculosis); inhibition, % at 9.99 µM; purified M. tuberculosis BioA enzyme; in the data active = inhibition above about 40%; inconclusive = no clear call, values can overlap the other calls
GDH-TPI inh: GDH-TPI coupling enzyme inhibitors, primary screen, artefact control for M. tuberculosis FBA inhibitor project, biochemical, absorbance, full deck | GDH-TPI coupled enzyme counterscreen, NADH absorbance | inhibition, % at 4.8 µM | actives 1.2% (n = 360,000) | AID 588335, 2011;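 also: 0% = DMSO wells and 100% = wells lacking the enzyme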
Mtb UGM inh: M. tuberculosis UGM enzyme inhibitors, primary screen, biochemical, fluorescence polarization, single point | purified UGM, fluorescence polarization probe displacement | inhibition, % at 10 µM | actives 0.06% (n = 320,000) | UDP-galactopyranose mutase (Mycobacterium tuberculosis (strain ATCC 25618 / H37Rv)), …; in the data active = inhibition above about 10%, passing the limit was not always enough; inconclusive = no clear call, values can overlap the other calls
Target sequence (P9WIQ1 whole entry, looked up): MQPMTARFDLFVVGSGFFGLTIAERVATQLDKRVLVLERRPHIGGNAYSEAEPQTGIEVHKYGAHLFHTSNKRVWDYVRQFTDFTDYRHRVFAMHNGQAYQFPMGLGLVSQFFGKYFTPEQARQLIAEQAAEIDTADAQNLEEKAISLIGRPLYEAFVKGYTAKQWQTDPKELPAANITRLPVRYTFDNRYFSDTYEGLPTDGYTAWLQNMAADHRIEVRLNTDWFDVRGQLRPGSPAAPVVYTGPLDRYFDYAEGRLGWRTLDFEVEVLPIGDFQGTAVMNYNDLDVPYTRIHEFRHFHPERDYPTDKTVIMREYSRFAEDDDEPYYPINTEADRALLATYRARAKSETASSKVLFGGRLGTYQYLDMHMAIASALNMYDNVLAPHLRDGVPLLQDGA
PrPC TRFRET: inhibitors of human cell surface prion protein PrPC, primary screen, cell-based, TR-FRET; Major prion protein (Homo sapiens), P04156; TR-FRET read-out; inhibition, % at 13.8 µM; actives 0.43% (n = 370,000); in the data active = inhibition above about 24%; also: 0% = median of the test wells and 100% = reference compound wells
Mtb FBA inh: Mtb FBA enzyme inhibitors, primary screen, biochemical, fluorescence, strain H37Rv; purified M. tuberculosis FBA, fluorescence read-out; Fructose-bisphosphate aldolase (Mycobacterium tuberculosis (strain ATCC 25618 / H37Rv)), …; inhibition, % at 1 µM; actives 2.3% (n = 360,000); in the data active = inhibition above about 27%;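 also: 0% = vehicle and 100% = reference inhibitor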
Target sequence (P9WQA3 whole entry, looked up): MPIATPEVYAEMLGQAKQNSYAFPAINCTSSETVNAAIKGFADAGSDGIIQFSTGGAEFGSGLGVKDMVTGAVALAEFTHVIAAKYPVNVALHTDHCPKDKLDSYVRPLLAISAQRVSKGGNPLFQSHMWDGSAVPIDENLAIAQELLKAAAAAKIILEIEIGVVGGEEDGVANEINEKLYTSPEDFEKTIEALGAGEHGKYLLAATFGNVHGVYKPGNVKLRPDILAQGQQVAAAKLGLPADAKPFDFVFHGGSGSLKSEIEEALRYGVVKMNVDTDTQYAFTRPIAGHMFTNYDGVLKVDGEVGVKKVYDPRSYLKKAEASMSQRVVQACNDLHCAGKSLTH
CCHFV vOTU inh: CCHFV vOTU protease inhibitors, primary screen, biochemical, Pep-AMC substrate, fluorescence; AID 651958, 2012; actives 0.55% (n = 370,000); inhibition, % at 11.5 µM; Crimean-Congo hemorrhagic fever virus L polyprotein viral ovarian tumor (vOTU) protease …; also: 0% = vehicle wells with enzyme and 100% = no enzyme wells
BoNT-A LC inh2: BoNT/A light chain protease inhibitors, primary screen, biochemical, flow cytometry, MLPCN library; multiplex microsphere protease substrate cleavage; actives 0.17% (n = 360,000); Botulinum neurotoxin type A light chain protease (Clostridium botulinum A str. ATCC 3502); inhibition, % at 10 µM; in the data active = inhibition above about 30%; inconclusive = no clear call, values can overlap the other calls; also: plate controls were buffer without enzyme for full effect and enzyme alone for no effect
FadD28 binding: inhibitors of FadD28 bisubstrate probe binding, primary screen, biochemical, fluorescence polarization, single point; AID 588549, 2011; actives 0.22% (n = 360,000); inhibition, % at 12.5 µM; in the data active = inhibition above about 8.5%, passing the limit was not always enough; inconclusive = no clear call, values can overlap the other calls
Numbers without * were called inactive; ? = inconclusive; . = no result given. Rule as the data show it, unless noted: active = inhibition above about 30%; inactive = the rest.

SMILES	BoNT-F LC inh	BioA inh	GDH-TPI inh	Mtb UGM inh	PrPC TRFRET	Mtb FBA inh	CCHFV vOTU inh	BoNT-A LC inh2	FadD28 binding
Oc1cccc2ccc(N3CCOCC3)nc12	-6	0.3	-9	0.0	5	9	6	-1.8	-4.1
Cc1ccc(C(=O)NC(=S)Nn2cnnc2)cc1	2	8.8	6	-0.1	1	-1	-9	-0.5	-0.3
COc1ccc(/C=N/N2CCN(Cc3ccc(C)cc3)CC2)cc1Br	43*	0.6	7	-0.7	-8	-5	-3	-3.0	-1.4
CC(C)NC(=S)N/N=C/c1ccc(C(C)(C)C)cc1	-3	1.5	9	4.3	5	-4	11	0.1	-0.1
CCC(=O)Nc1nc2ccccc2n1Cc1ccc(Cl)cc1	-3	.	1	3.5	8	1	7	-1.1	-2.7
COC(=O)c1nn(-c2ccccc2)c(Cl)c1/C=N/OCc1ccc(C)cc1	5	-1.1	-2	-3.5	13	1	1	0.0	0.6
CCOC(=O)N1CCN(C(=O)COc2ccc3c(c2)C(=O)CC(C)(C)O3)CC1	-9	.	4	6.1	-5	41*	-92	-0.8	-2.9
CC(=O)c1ccc(Nc2nc(-c3cccnc3)cs2)cc1	9	-1.0	24	0.3	-4	-1	-2	1.9	-3.3
Oc1ccc(/C=N/NC(=S)Nc2cccnc2)c(O)c1O	-6	1.0	37*	.	-4	-9	13	-3.4	-0.2
c1ccc(-c2nc(CSc3nnnn3-c3ccccc3)cs2)cc1	-17	-1.2	8	1.7	3	-1	8	0.8	0.1
O=C(O)c1ccc2c(=O)n(-c3ccccc3)c(=S)[nH]c2c1	7	-2.2	14	2.7	0	4	-3	-0.3	-1.5
COc1ccccc1OCCn1cc(C=O)c2ccccc21	-21	8.0	5	-0.2	7	1	-10	-5.5	-2.9
Cc1ccc([C@@H]2CC=C(C(=O)O)[C@H](c3ccc(Br)cc3)N2S(=O)(=O)c2ccccc2C)cc1	1	5.2	3	.	11	0	39*	-0.2	-5.1
C/C(=N\O)C(C)/[N+]([O-])=C/c1nc(C)c(C)n1O (configuration not stated)	-4	-1.2	27	0.4	0	2	6	0.4	-1.0
O=C(Nc1nnc(-c2ccc(Br)cc2)o1)c1cccc(N2C(=O)CCC2=O)c1	-4	-3.1	21	0.6	6	-3	0	0.4	-4.2
CCCc1nc2ccc(C)cn2c1Cc1ccccc1OC	3	1.2	.	.	-7	24	-6	1.7	-3.6
O=C(Nc1ccc(N2CCN(C(=O)c3ccccc3)CC2)cc1)c1cc2ccccc2o1	-52	-0.3	20	-0.1	4	-2	2	-0.9	-0.7
CCCC(C)n1[nH]c(=O)c2c(C)cc(C)nc21 (configuration not stated)	-4	0.0	8	1.6	5	4	11	-0.4	-3.7
Cc1nnc(SCC(=O)Nc2ccc(Cl)cn2)s1	4	.	-6	-0.5	0	1	-8	0.1	-1.2
CC(C)(C)CC(C)(C)NCC(O)COCCOc1ccc(Br)cc1 (configuration not stated)	-8	.	-8	-1.4	-5	0	-12	-0.3	-4.4
COc1ccc(OC)c(/C=N\NC(=O)CSc2nnc(CCCc3ccc(OC)c(C)c3)o2)c1	5	4.2	4	0.5	2	-3	-17	0.6	-3.6
CC1(C)CC(=O)C(C=NCCN2CCN(C(=S)NC3CCCCC3)CC2)=C(O)C1	1	-1.7	2	-1.5	-11	3	-9	-0.7	0.3
Cc1ccccc1Nc1nc(N)nc(CSc2nc3ccccc3s2)n1	-9	.	-4	1.4	0	-1	-10	0.1	-5.1
Cc1cc(OC(=O)C(C)(C)C)c([N+](=O)[O-])c(=O)[nH]1	0	.	3	6.1	7	4	-2	-0.7	0.0
O=C1NC(=S)NC(=O)C1=Cc1ccc(Br)s1	2	-5.4	5	-4.4	2	0	-11	-5.7	3.0
O=C(Nc1ccccc1C(=O)Nc1ccccn1)c1cc(F)c(F)cc1Cl	11	0.2	4	-0.5	7	3	4	0.5	-0.4
Cc1cccc(NC(=S)NN(Cc2ccccc2)c2ccccc2)c1C	14	-1.4	1	0.4	5	2	14	-0.3	-0.7
CCCCN(C(=O)CN1CCOCC1)c1c(N)n(CC(C)C)c(=O)[nH]c1=O	-6	.	1	0.7	-4	0	1	0.0	0.6
CN(C(=O)c1ccccc1C(=O)OCC(=O)NCc1cccs1)C1CCCCC1	6	-0.7	-1	0.1	9	2	4	-0.2	-0.3
COc1ccc(C2=NCC(CSc3nnc(-c4ccc5c(c4)OCO5)o3)S2)cc1 (configuration not stated)	-13	-0.6	0	1.5	4	5	11	0.0	-6.3

Overlap with the part before: 5 compounds, followed by the next part.
SMILES	BoNT-F LC inh	BioA inh	GDH-TPI inh	Mtb UGM inh	PrPC TRFRET	Mtb FBA inh	CCHFV vOTU inh	BoNT-A LC inh2	FadD28 binding
O=C(Nc1ccccc1C(=O)Nc1ccccn1)c1cc(F)c(F)cc1Cl	11	0.2	4	-0.5	7	3	4	0.5	-0.4
Cc1cccc(NC(=S)NN(Cc2ccccc2)c2ccccc2)c1C	14	-1.4	1	0.4	5	2	14	-0.3	-0.7
CCCCN(C(=O)CN1CCOCC1)c1c(N)n(CC(C)C)c(=O)[nH]c1=O	-6	.	1	0.7	-4	0	1	0.0	0.6
CN(C(=O)c1ccccc1C(=O)OCC(=O)NCc1cccs1)C1CCCCC1	6	-0.7	-1	0.1	9	2	4	-0.2	-0.3
COc1ccc(C2=NCC(CSc3nnc(-c4ccc5c(c4)OCO5)o3)S2)cc1 (configuration not stated)	-13	-0.6	0	1.5	4	5	11	0.0	-6.3
Cn1cc(NC(=O)CCl)cn1	-3	.	-1	-0.4	2	1	-1	-0.9	-3.1
Cc1ccccc1OC/C(O)=C(\C#N)c1nc2ccccc2[nH]1	5	-0.5	10	-3.2	4	-1	2	0.9	-4.8
O=C1c2cccc3c([N+](=O)[O-])ccc(c23)C(=O)N1O	?	-0.2	21	0.2	-16	-1	7	1.6	-5.4
O=c1n(Cc2ccccc2Cl)nc2n1-c1ccccc1SC2	-4	.	-9	2.9	5	-3	9	-0.8	-3.6
CC(=O)Nc1sc(-c2ccccc2)nc1-c1ccccc1	-9	.	6	-2.7	0	9	-3	-0.4	-1.3
Cc1ccc2c(c1)[nH]c1c(=O)n(CCCN3CCOCC3)cnc12	-2	1.5	2	-0.3	-4	13	10	0.4	-3.9
Cc1ccc(Cl)cc1N(C(=O)c1csnn1)C(C(=O)NC1CCCC1)c1ccco1 (configuration not stated)	4	-0.4	-6	-0.3	6	2	5	-2.9	-3.0
O=C(Nc1ccccc1)Nc1cc(Cl)cc(Cl)c1	-7	-0.2	6	-4.3	13	-1	3	-0.5	-10
CCN(CC)C(=O)Cn1cc(/C=C(\C#N)C(=O)N2CCN(c3ccccc3)CC2)c2ccccc21	8	-1.4	24	-1.9	-10	0	4	0.5	-4.9
Cc1ccc(OCC(O)CNCc2ccccc2)cc1C (configuration not stated)	?	-3.3	-5	0.4	5	0	-1	0.3	-2.0
O=C(c1cccc(S(=O)(=O)N2CCc3ccccc3C2)c1)N1CCN(c2ccccc2)CC1	4	-1.4	-10	3.6	3	-6	-5	0.9	-4.0
O=C(COC(=O)CCC(=O)c1cccs1)Nc1ccccc1[N+](=O)[O-]	0	.	4	2.1	-20	1	3	0.9	0.2
O=C(Nc1ccc(S(=O)(=O)Nc2ccc(F)cc2)cc1)c1ccc(CN2CCOCC2)cc1	-4	.	2	-1.6	11	2	-8	0.0	-4.1
COc1cc2cc(CN(CCN3CCOCC3)C(=O)Nc3ccc(F)cc3)c(=O)[nH]c2cc1OC	-2	1.9	20	-0.5	0	23	-9	1.0	-0.9
CCC1=Nc2cc(C(=O)NCCCN3CCN(C)CC3)ccc2Sc2ccccc21	-6	1.0	17	0.7	-1	2	2	-0.7	-2.7

Some of the entries so far, as a markdown table:
| SMILES | BoNT-F LC inh | BioA inh | GDH-TPI inh | Mtb UGM inh | PrPC TRFRET | Mtb FBA inh | CCHFV vOTU inh | BoNT-A LC inh2 | FadD28 binding |
| --- | --- | --- | --- | --- | --- | --- | --- | --- | --- |
| CCOC(=O)N1CCN(C(=O)COc2ccc3c(c2)C(=O)CC(C)(C)O3)CC1 | -9 | . | 4 | 6.1 | -5 | 41* | -92 | -0.8 | -2.9 |
| CC(C)NC(=S)N/N=C/c1ccc(C(C)(C)C)cc1 | -3 | 1.5 | 9 | 4.3 | 5 | -4 | 11 | 0.1 | -0.1 |

The listing continues.
SMILES	BoNT-F LC inh	BioA inh	GDH-TPI inh	Mtb UGM inh	PrPC TRFRET	Mtb FBA inh	CCHFV vOTU inh	BoNT-A LC inh2	FadD28 binding
CCc1ccc(C(=O)Nc2cc(S(=O)(=O)N3CCOCC3)ccc2N2CCOCC2)cc1	.	-0.9	-3	0.2	2	0	3	.	-2.4
O=c1[nH]c(=S)[nH]c2nc(-c3ccccc3)cnc12	-6	.	16	3.1	-37	2	4	0.6	-3.2
O=C(Nc1ncc([N+](=O)[O-])s1)C1CCN(S(=O)(=O)c2cnc[nH]2)CC1	-5	1.8	5	3.6	-41	-9	31*	-0.8	2.9
O=C1c2ccccc2C(=O)N1CCC(O)C[N+](=O)[O-] (configuration not stated)	4	.	-4	-1.2	4	-2	-5	-0.7	0.7
COc1cc(/C=N/Nc2ccc(C(=O)O)cc2)ccc1O	1	.	33*	1.1	-3	2	-1	0.4	1.9
OC(COc1ccc2ccccc2c1)CN1CCN(c2ccc(F)cc2)CC1 (configuration not stated)	-6	0.6	2	-0.6	-8	3	8	-0.9	0.5
Cc1ccc(C(=O)NC(=O)CSc2nncn2C)cc1	19	-1.0	0	-1.7	-4	-1	9	1.2	-1.3
CCOc1ccc(NC(=O)CN(C)C(=O)c2cc([N+](=O)[O-])ccc2Sc2ccccc2)cc1OCC	5	-1.7	18	.	-21	-1	11	3.2	-1.4
CCC(Sc1nc(N)c(NC(=O)c2ccco2)c(=O)[nH]1)C(=O)O (configuration not stated)	0	-0.9	5	0.3	0	3	3	-1.7	-0.3
Cc1ccc(C(C(=O)NCc2ccco2)N(C(=O)CNC(=O)c2cccs2)c2ccc(C)cc2)cc1 (configuration not stated)	-6	-0.4	9	0.6	-7	2	9	-0.3	0.8
CCCOc1cccn2c(N(C)C(=O)c3ccccc3F)c(CC)nc12	-3	0.1	5	.	6	-2	0	0.2	-1.3
CCCCN(C(=O)C(C)Oc1ccc(Br)cc1)c1c(N)n(CC(C)C)c(=O)[nH]c1=O (configuration not stated)	3	9.4	12	2.3	5	3	0	1.0	-1.6
CCOc1ccc(-n2ccc(=O)c(C(=O)Nc3ccc(S(=O)(=O)Nc4nccs4)cc3)n2)cc1	-6	-0.5	33*	2.5	-25	2	16	-2.5	-2.4
CCC(C)NC(=S)Nc1ccc2nc(N3CCOCC3)cc(C)c2c1 (configuration not stated)	-13	1.3	6	-1.8	1	29*	-36	-2.8	-2.2
CN(CC(=O)Nc1ccc(F)cc1)C(=O)c1cccc(S(=O)(=O)N2CCN(c3ccccc3)CC2)c1	-3	0.1	0	0.1	9	1	3	-2.7	-5.9
C1=C(c2cc3ccccc3cn2)CCCC1	-4	0.2	2	-0.3	0	2	9	-0.1	0.5
O=C(Nc1ccc(C(F)(F)F)cc1-c1ccccc1)c1ccccc1	0	-1.5	2	-2.4	-10	2	5	-0.1	-0.2
CC(=O)c1ccc(OCC(O)CN2CC(C)OC(C)C2)cc1 (configuration not stated)	2	3.7	3	0.3	0	9	11	0.0	0.3
Nc1nc(SCC(=O)Nc2ccc3c(c2)OCO3)n[nH]1	0	.	-1	-0.4	2	-2	-13	-1.2	0.1
CN(C)CCCNC(=O)c1cc2c3ccccc3n(C)c2s1	-11	.	18	0.0	5	7	-8	-0.2	-0.4
CC(C)N1CCN(Cc2ccccc2C(F)(F)F)CC1CCO (configuration not stated)	-2	.	5	3.3	-3	1	-5	-0.8	-0.7
O=C(COc1ccccc1[N+](=O)[O-])Nc1ccccc1N1CCCC1	-3	.	-2	1.7	14	-2	0	-0.2	-3.5
